Thrombin inh – inhibitors of human thrombin | P00734 | alpha-thrombin, Boc-VPR-AMC fluorogenic substrate cleavage | inhibition, % at 5 µM | 220,000 tested, 0.26% active | AID 1046;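 active means inhibition at or above 40%; inactive means inhibition below 40%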;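 further: 0% = enzyme with no compound and 100% = wells without enzyme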
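System – human alpha-thrombin protein · Reagent – Boc-VPR-AMC substrate, 15 µM final · Compound – 5 µM single dose in 0.2% DMSO · Schedule – reaction at room temperature · Technique – AMC fluorescence at 355 nm excitation and 460 nm emission · Read-out basis – % inhibition relative to enzyme controls and enzyme-free blanks · Control set – no-compound enzyme wells and no-enzyme blanks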
Cl transport mod – modulates chloride dependent transport by human KCC2. Q9H2X9. KCC2 cells, thallium flux FluoZin-2 fluorescence. 190,000 tested, 2.2% active. AID 1456. B-score of Tl+ flux slope (higher = more flux/activation; lower = inhibition) at 10 µM;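 active means thallium flux slope and its plate-corrected score both differing from the plate sample mean at a set confidence after two filtering rounds, in either direction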;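 further: slope of fluorescence scaled to starting intensity during 10 to 20 s after thallium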
p97 ATPase inh – inhibitors of human p97 ATPase | P55072 | AID 1481 | inhibition, % at 8 µM | 220,000 tested, 0.42% active | recombinant p97 ATPase, Kinase-Glo ATP luminescence, 3 h; in the data active means inhibition above about 15%;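 further: 0% = DMSO vehicle and 100% = wells lacking enzyme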
Furin inhibitor – human furin inhibition. purified furin, fluorogenic substrate cleavage. AID 463115. P09958. inhibition, % at 30 µM. 220,000 tested, 0.061% active; in the data active means inhibition above about 25%; further: inactives centre near -15
FXIIa inh 1536 – inhibitors of human coagulation factor XIIa; P00748; purified FXIIa, Boc-QGR-AMC fluorogenic substrate, 2 h; inhibition, % at 5 µM; 220,000 tested, 0.3% active; AID 800; in the data active means inhibition above about 40%;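 further: 0% = enzyme with no compound and 100% = blank without enzyme; many of its hits are not listed in these tables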
PERK inh – blocks human PERK kinase. inhibition, % at 5.6 µM. AID 1416. 220,000 tested, 0.17% active. CHO PERK-DD fusion, SEAP luminescence translation reporter. Q9NZJ5;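 active means inhibition above the mean inhibition of all tested compounds plus 3 SD, set separately per screening campaign, cut at about 2.9% in these data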;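 further: PERK kinase domain activated by AP20187 dimerizer at 100 nM; 0% = DMSO with dimerizer and 100% = rapamycin at 8.4 µM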
Target sequence (Q9NZJ5 whole entry, looked up, the tested form may be a part): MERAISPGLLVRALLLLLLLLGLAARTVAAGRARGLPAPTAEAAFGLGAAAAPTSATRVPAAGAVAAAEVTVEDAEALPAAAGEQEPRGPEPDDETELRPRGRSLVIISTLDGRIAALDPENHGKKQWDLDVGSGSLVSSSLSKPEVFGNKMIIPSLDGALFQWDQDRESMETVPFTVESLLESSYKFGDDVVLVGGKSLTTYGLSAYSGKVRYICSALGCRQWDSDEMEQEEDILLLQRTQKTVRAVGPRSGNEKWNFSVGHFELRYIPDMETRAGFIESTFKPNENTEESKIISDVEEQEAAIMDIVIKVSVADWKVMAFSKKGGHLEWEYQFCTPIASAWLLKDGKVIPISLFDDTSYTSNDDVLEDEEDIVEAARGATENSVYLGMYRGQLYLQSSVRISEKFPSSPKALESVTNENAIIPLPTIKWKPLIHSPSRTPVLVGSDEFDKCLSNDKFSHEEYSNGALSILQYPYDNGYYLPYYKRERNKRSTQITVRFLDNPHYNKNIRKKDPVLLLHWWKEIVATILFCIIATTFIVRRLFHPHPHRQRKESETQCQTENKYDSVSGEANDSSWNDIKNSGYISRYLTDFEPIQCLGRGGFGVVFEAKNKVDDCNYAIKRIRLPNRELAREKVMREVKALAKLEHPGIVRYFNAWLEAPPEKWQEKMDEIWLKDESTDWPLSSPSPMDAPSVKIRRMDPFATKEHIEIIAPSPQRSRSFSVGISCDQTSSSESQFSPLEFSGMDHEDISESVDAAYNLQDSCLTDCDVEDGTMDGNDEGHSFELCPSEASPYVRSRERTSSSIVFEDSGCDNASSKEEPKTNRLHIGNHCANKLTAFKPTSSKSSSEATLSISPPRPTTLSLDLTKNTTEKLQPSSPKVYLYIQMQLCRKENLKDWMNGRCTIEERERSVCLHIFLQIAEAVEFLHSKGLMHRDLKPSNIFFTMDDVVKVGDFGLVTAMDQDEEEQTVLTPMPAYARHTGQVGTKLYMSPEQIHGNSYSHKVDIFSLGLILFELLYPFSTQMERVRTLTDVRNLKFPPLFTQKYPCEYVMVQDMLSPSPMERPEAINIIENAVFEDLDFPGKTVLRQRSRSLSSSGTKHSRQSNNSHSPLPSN
KLK5 inh – kallikrein 5 (human) inhibition; recombinant hK5, fluorogenic AMC substrate cleavage; inhibition, % at 5 µM; 210,000 tested, 0.59% active; AID 873;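 active means inhibition of 40% or more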;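 further: 0% = enzyme controls without compound and 100% = no-enzyme blanks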
FXIa inh – inhibitors of human coagulation factor XIa | 220,000 tested, 0.14% active | inhibition, % at 5 µM | purified FXIa, Boc-Glu-Ala-Arg-AMC fluorogenic substrate | P03951 | AID 798;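 active means inhibition of at least 40%; inactive means inhibition below 40%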;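 further: fluorescence of freed AMC excited at 355 nm; 0% = enzyme without compound and 100% = no enzyme blank; many of its hits are not listed in these tables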
Wee1 stabilizer – inhibitors of human Wee1 degradation | 220,000 tested, 1.2% active | AID 1321 | HeLa Luc-Wee1K328M stability, luciferase luminescence; 100% = proteasome inhibitor MG132 effect | reporter increase, % at 5 µM | P30291;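 active means activation above the mean of all tested compounds plus 3 SD, set per screening run, cut at about 8.8% in these data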;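 further: cells exposed to compound for 20 h before luminescence read; 0% = DMSO alone and 100% = MG132 at 30 µM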
Active calls of the source: *; i = inactive; / = not tested or not shown; [ ] = remark or other dose.

SMILES	Thrombin inh	Cl transport mod	p97 ATPase inh	Furin inhibitor	FXIIa inh 1536	PERK inh	KLK5 inh	FXIa inh	Wee1 stabilizer
COc1ccc(/C=N/NC(=O)c2[nH]ncc2Br)c(OC)c1	2	/	-5	-15[20 µM]	6	0.8	-5	-1	-1
Cc1nnc(SCc2nc3scc(-c4ccccc4)c3c(=O)[nH]2)s1	1	-0.56	6	-6	10	0.2	0	2	2
O=C(/C=C/Nc1ccc(F)c(Cl)c1)c1ccco1	6	-0.78	-3	-12[20 µM]	25	-0.4	-15	0	1
CSc1nnc(C)c(/C=C/Nc2ccc(F)cc2F)n1	-1	-0.011	1	-18	9	-0.3	6	2	0
O=C(CN1C(=O)NC2(CCCC2)C1=O)OCc1cc(=O)n2cc(Br)ccc2n1	4	0.37	3	-6	9	0.8	-4	3	3
Cc1ccc(NC(=O)CSc2ccc(-c3ccccn3)nn2)cc1	-5	-3.2	0	-18	1	0.2	-4	-7	1
O=C(CCCCCN1C(=O)CCC1=O)Nc1ccc2c(c1)OCO2	6	0.52	2	-8[20 µM]	6	1.7	-20	4	-3
COCc1nc(-c2cc(Br)ccc2OC)no1	-5	-0.022	-2	-16[20 µM]	11	0.1	-18	0	5
COCCCNCC(=O)Nc1sc(C)c(C)c1C(=O)OC	-5	0.39	1	-10[20 µM]	8	-1.7	-4	-4	-1
COc1ccc(C(=O)/C=C/c2ccc(N(C)C)cc2)c(OC)c1	-6	i	-3	2	1	-1.1	1	-2	3
COc1ccc(S(=O)(=O)N(C)CC(=O)O)c2ccccc12	-1	3*	-4	-14[20 µM]	9	-0.4	1	10	-1
CC(=O)N1Cc2ccccc2C(C)CC12CCCC2 (stereo not drawn)	1	-3	-1	-17	10	0.0	-9	7	3
CCN(CC)CCCNS(=O)(=O)c1ccc(OC)cc1	1	0.18	2	-21[20 µM]	9	0.7	-12	6	-1
CCN(C(=O)COc1ccc(C)nc1[N+](=O)[O-])C1CCS(=O)(=O)C1 (stereo not drawn)	-11	0.69	1	0	0	1.0	-21	3	1
COc1ccc(NC(=S)NNC(=O)C2CC2c2ccc(C)cc2)cc1 (stereo not drawn)	6	0.24	-2	-15	13	1.0	-56	8	-3
O=C(NC1CCCC1)C(c1ccncc1)N(C(=O)c1csnn1)C1CCCC1 (stereo not drawn)	-7	0.27	10	-26	7	0.6	-4	-4	1
CCCN1C2CCCC1CC(NC(=S)Nc1cccc(C)c1C)C2 (stereo not drawn)	-2	/	1	-15	6	0.4	0	0	4
COC(=O)C(C)Sc1ccc2nnc(CCNS(=O)(=O)c3ccc(C)cc3)n2n1 (stereo not drawn)	-1	0.46	0	-41	8	1.4	/	3	-1
CCOC(=O)c1[nH]c(C)c(C(=O)NCC2CCCO2)c1C (stereo not drawn)	-1	1.3	0	-21[20 µM]	28	0.8	-27	14	0
CCC(OC(=O)C1=Cc2ccccc2OC1)C(=O)NCc1ccco1 (stereo not drawn)	-6	-2.8*	2	-26	3	0.5	1	-2	-1
O=[N+]([O-])c1ccc(/C=N/NC(=S)Nc2ccccc2F)o1	-10	28*	1	-1	6	0.5	-11	0	-2
N#CC(c1ccc(O)cc1)N1CCCCC1 (stereo not drawn)	3	/	3	-7[20 µM]	0	0.8	-14	1	4
CN1CCN(C(=O)C23CC4CC(CC(C4)C2)C3)CC1	-1	/	0	-7	-3	0.8	4	1	1
CC(C)(C)C1CCC(=NNc2nc3ccccc3[nH]2)CC1 (stereo not drawn)	-2	0.74	-1	-19	5	-0.8	-4	-2	0
O=C1CCCC2=C1C(c1ccsc1)CC(=O)N2c1ccccc1 (stereo not drawn)	-4	0.31	-6	-17[20 µM]	10	-0.5	-17	5	4
Cc1cc(N/N=C/c2cccc(Br)c2)nc2ccccc12	-6	-0.9	-1	-2	8	-0.1	-11	2	1
COc1cc(N)cc(NC(=O)c2ccncc2)c1	-10	/	4	-25	16	1.0	-8	10	0
Cn1c(SCC(=O)N/N=C/c2ccccn2)nnc1-c1ccccc1	-6	/	7	-14	4	1.1	-4	0	-1
CC1(C)CC(=O)C(C=Nc2ccncc2)=C(O)C1	/	-0.16	8	-8[20 µM]	/	0.7	/	/	1
CCOc1ccc(NC(=S)Nc2cc(OC)c(Cl)cc2OC)cc1	-5	2	-5	-18	0	-0.6	-1	-10	1
Cc1cc(=O)oc2cc(OCC(=O)OCC(=O)Nc3ccccc3F)ccc12	-3	-1.1	6	-36	-4	1.1	-11	1	-1
C/C(=N/NC(=O)C1COc2ccccc2O1)c1ccc(Br)s1 (stereo not drawn)	-2	3.8	-2	-23	9	1.1	2	1	1
O=C(OCc1c(Cl)cccc1Cl)c1ccccn1	-9	/	-6	-5	-8	0.4	-22	-3	3
CCOc1ccc(Cc2nnc(N)s2)cc1OCC	1	1	-6	0[20 µM]	12	-0.3	-9	4	0
N#Cc1cc2c(nc1SCC(=O)NCc1ccc3c(c1)OCO3)CCCCC2	-7	-1.1	2	-17	17	0.2	-6	1	-3
CCN(CC)S(=O)(=O)c1ccc2c(c1)N(CC(=O)NCCc1ccc(S(N)(=O)=O)cc1)C(=O)CO2	-1	2.3	-2	-18	11	0.9	/	2	2
CCOc1ccc(CN2CCNC(=O)C2CC(=O)OC)cc1 (stereo not drawn)	0	/	-2	-16	12	0.2	0	5	0
CCSc1nnc(-c2sc3nnc(-c4ccccc4)c(-c4ccccc4)c3c2N)o1	8	i	2	-11[20 µM]	15	0.5	-5	8	-2
O=C(CN1C(=O)C2C3C=CC(C3)C2C1=O)Nc1ccc(C(=O)O)cc1 (stereo not drawn)	-7	0.39	5	-6[20 µM]	13	-0.7	2	2	-1
O=S(=O)(c1ccc(Cl)cc1)N1CCN(c2ccc(N3CCOCC3)nn2)CC1	-11	2.1	-7	-9	1	-1.0	10	-3	0
FC(F)(F)c1ccccc1/C=N/Nc1ccccn1	-10	0.4	4	-12	7	2.0	-4	1	-3
c1ccc2c(-c3csc(-c4ccncc4)n3)c[nH]c2c1	-6	/	-3	-24	1	-0.5	-4	-6	4
C/C(=N\Nc1nc(N2CCCCCC2)nc(N2CCCCCC2)n1)c1ccccc1	-6	0.73	3	-34	9	0.7	-4	-1	-1
Cc1cc(C)nc(SCC(=O)Nc2ccc(S(=O)(=O)Nc3onc(C)c3C)cc2)n1	-7	/	3	-3	7	1.1	-29	-7	3
CCOC(=O)c1c(C)[nH]c(C(=O)O)c1C	3	-0.17	5	-14	4	0.8	-2	8	1
COc1cc2c(cc1OC)CN(C(=O)CCCN1C(=O)c3ccccc3C1=O)CC2	-3	-0.54	3	-27	27	-0.2	-6	18	-3
CS(=O)(=O)c1ccc2nc(NC(=O)Nc3cccc(Cl)c3)sc2c1	3	1.8	3	-19[20 µM]	11	0.1	2	5	6
CCOC(=O)c1cnc2c(-c3ccc(Cl)cc3)cnn2c1C	-4	0.82	7	-19	3	1.0	-3	-1	-2
CCCc1nc2oc3cc(OC)ccc3c(=O)c2c(=O)n1Cc1ccco1	-1	-0.39	0	-18	7	-1.0	-6	3	-2
CCC/C=N/NC(=O)c1ccccc1O	-9	0.33	6	-20	2	0.2	-1	-2	0

4 compounds picked at random from the list so far:
SMILES	Thrombin inh	Cl transport mod	p97 ATPase inh	Furin inhibitor	FXIIa inh 1536	PERK inh	KLK5 inh	FXIa inh	Wee1 stabilizer
CCC/C=N/NC(=O)c1ccccc1O	-9	0.33	6	-20	2	0.2	-1	-2	0
COc1cc2c(cc1OC)CN(C(=O)CCCN1C(=O)c3ccccc3C1=O)CC2	-3	-0.54	3	-27	27	-0.2	-6	18	-3
CCOC(=O)c1cnc2c(-c3ccc(Cl)cc3)cnn2c1C	-4	0.82	7	-19	3	1.0	-3	-1	-2
Cc1cc(C)nc(SCC(=O)Nc2ccc(S(=O)(=O)Nc3onc(C)c3C)cc2)n1	-7	/	3	-3	7	1.1	-29	-7	3

The results go on.
SMILES	Thrombin inh	Cl transport mod	p97 ATPase inh	Furin inhibitor	FXIIa inh 1536	PERK inh	KLK5 inh	FXIa inh	Wee1 stabilizer
Cc1ccccc1OCc1n[nH]c(=S)n1Cc1ccccc1	-5	6.1*	-3	-18	3	-1.2	-8	10	2
COc1ccc(C(=O)Nc2cccc(S(C)(=O)=O)c2)cc1	-3	-0.034	-6	-11	10	1.2	10	2	0
O=C1C(Nc2cccc(O)c2)=C(N2CCCCC2)C(=O)c2ccccc21	-5	-0.94	4	-5[20 µM]	4	1.2	-7	0	0
Cc1cc(C(=O)CSc2n[nH]c(N)n2)c(C)n1-c1cccc(F)c1	2	/	-10	-21	18	0.0	4	-18	3
O=C(Cc1ccc([N+](=O)[O-])cc1)Nc1cccc(C(F)(F)F)c1	-4	1	2	-9	31	1.0	-5	23	-2
COc1ccc(N/C=C/c2nc(SC)nnc2C)cc1	1	-3*	-3	-16	4	0.0	5	1	3
Cc1cc(NC(=O)CSc2ccc(-c3ccc4c(c3)OCO4)nn2)no1	-12	-1.3	3	-13	-5	1.1	-11	-5	1
COc1ccc(Br)cc1S(=O)(=O)N1CCCC1	3	-0.98	-7	-16[20 µM]	12	0.2	1	6	-1
COC(=O)c1ccc(NC(=O)c2cc3sccc3n2C)cc1	-2	-1.9	0	-7[20 µM]	12	-0.2	25	1	0
O=C1CC(N2CCC(c3nc4ccccc4o3)CC2)C(=O)N1c1ccc(Cl)cc1 (stereo not drawn)	/	0.099	-3	-14[20 µM]	/	0.2	/	/	-1
CCOCCc1nnc(NC(=O)CSc2ccccc2)s1	2	0.063	11	2[20 µM]	32	-0.1	-6	3	4
O=C(Oc1cc2oc(=O)c3c(c2cc1Cl)CCCC3)c1cccs1	-4	0.22	4	-50	3	1.2	-26	1	3
Fc1cccc(Cl)c1Cn1nnc2c(N3CCC4(CC3)OCCO4)ncnc21	5	0.0053	-3	-10[20 µM]	14	-0.9	2	7	0
O=C(CCC(=O)NNC(=O)c1ccc([N+](=O)[O-])cc1)NCc1ccccc1	0	0.68	3	-31	-6	0.4	-23	-6	-2
COC(=O)c1cc(C(=O)CSc2nc(C)cc(C)n2)ccc1O	1	-0.67	-3	-15	11	-0.3	8	1	1
Cc1ccc(/C=N/NC(=O)COc2ccccc2-c2ccccc2)cc1	-2	-0.1	-5	-10	9	-0.3	-6	6	2
N#Cc1c(NC(=O)CN2CCCCC2)sc2c1CCC2	4	0.6	2	-28[20 µM]	19	-0.5	-1	10	-2
O=C(CN1C(=O)C2(OCCCO2)c2ccccc21)NCc1ccccc1	2	0.5	2	-11	10	0.0	3	1	3
O=C(O)c1ccccc1C(=O)Nc1ccc(-c2csc(-c3ccccc3)n2)cc1	-7	-1.5	-2	-22	7	-0.1	-1	-6	0
Clc1ccc2c(N/N=C/c3ccccc3Br)ccnc2c1	-6	-0.049	-1	1	6	0.0	-18	3	0
Cc1cc(C)cc(NC(=O)N(C)Cc2ccccc2)c1	7	0.35	-1	-12	11	0.2	0	4	5
O=C(NNC(=S)NC1CCCCC1)c1cccs1	-1	-1	-5	-11	13	0.3	-37	10	0
O=C1CCC(C(=O)OCC(=O)c2ccccc2)N1 (stereo not drawn)	-4	1.4	-3	-10	1	0.0	-8	-6	3
CCC(=O)Nc1c(-c2ccccc2)c(=O)c2ccccc2n1C	-8	0.6	5	-1	5	1.3	0	-2	-4
CC(C)(C)CC(=O)Nc1cc(S(=O)(=O)N2CCOCC2)ccc1N1CCCC1	4	0.3	4	-13	8	-0.8	-1	4	-1
Nc1cc(=O)[nH]c(SCC(=O)Nc2cccc(Cl)c2)n1	-15	/	-2	-8[20 µM]	11	0.6	-42	21	-3

Assay outcomes from PubChem.

Rows are unselected (roughly 4.4% active in at least one column).
